FLuc modulator – firefly luciferase modulation, counter-screen for miR-21 project; AID 588342; Potency, µM (series often up to 57.5 µM), for the others: top-dose activity change, negative = inhibition, usual class: inhibitors; purified FLuc, Km substrates, luminescence inhibition; P08659; 360,000 tested, 6.9% active;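 further: plate controls were vehicle for no effect and reference inhibitor for full effect; nearly all actives have a fitted effect of over 55% in size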
Target sequence (P08659 whole entry, looked up): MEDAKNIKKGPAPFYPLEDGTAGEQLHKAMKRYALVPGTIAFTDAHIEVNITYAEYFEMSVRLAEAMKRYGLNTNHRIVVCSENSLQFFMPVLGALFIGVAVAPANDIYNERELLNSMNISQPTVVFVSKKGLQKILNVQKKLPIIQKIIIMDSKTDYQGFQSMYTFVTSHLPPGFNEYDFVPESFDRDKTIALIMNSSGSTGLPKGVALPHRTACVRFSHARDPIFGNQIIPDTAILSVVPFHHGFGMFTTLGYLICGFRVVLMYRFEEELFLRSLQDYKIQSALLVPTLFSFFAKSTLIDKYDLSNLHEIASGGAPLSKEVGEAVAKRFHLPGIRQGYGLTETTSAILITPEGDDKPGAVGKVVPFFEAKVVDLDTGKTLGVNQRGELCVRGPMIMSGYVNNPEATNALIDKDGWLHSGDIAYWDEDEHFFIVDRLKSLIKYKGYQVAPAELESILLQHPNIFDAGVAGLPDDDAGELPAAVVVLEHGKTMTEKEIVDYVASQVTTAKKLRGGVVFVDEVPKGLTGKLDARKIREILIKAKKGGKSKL
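Biochemical qHTS of compounds, final roughly 60 µM downward over six points, against 10 nM purified firefly luciferase using Km concentrations of substrates (10 uM D-luciferin, 10 uM ATP) in Tris acetate pH 7.5 buffer; luminescence output.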
p53 reactivation – restores transcriptional activity of mutant p53. AID 504706. Potency, µM (doses to about 92.2 µM), for inactives: top-dose activity change, positive = activation, most hits filed as activators. H1299 p53-A138V BP100-luciferase reporter, luminescence, 24 h. 320,000 tested, 0.063% active; further: % of control where 0% means no effect; nearly all actives have a fitted effect of over 45% in size
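H1299 (p53-null), stable ts p53-A138V + BP100-Luc; 1000 cells/well, Opti-MEM/10% FBS; cpd 4 pt, 1:5; 24 h, 37 deg C, 5% CO2; detection reagent 10 min RT; luminescence.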
ELG1 genotox – inducers of genotoxicity in HEK293T ELG1-luciferase cells | HEK293T ELG1-luciferase reporter, luminescence, 16 h | Potency, µM (top dose mostly 46 µM), without a hit: at the highest dose activity change, positive = activation, most hits filed as activators | 330,000 tested, 1.3% active | AID 504466; further: % of control where 0% means no effect; nearly all actives have a fitted effect of over 60% in size
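Quantitative HTS format in 1536-well plates. HEK293T ELG1-luciferase reporter cells receive test compound and are incubated 16 hr at 37 °C, 5% CO2; ONE-Glo added, 30 min room temperature, then luminescence read.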
Rab9 promoter act – activators of Rab9 promoter; Huh7 Rab9 promoter-luciferase reporter, luminescence, 24 h; Potency, µM (highest dose often 9.22 µM), for the others: at the top dose activation, negative = inhibition, most hits filed as activators; 320,000 tested, 2.8% active; AID 485297; further: % of control where 0% means no effect; nearly all actives have a fitted effect of over 60% in size
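Quantitative HTS format; Huh7 Rab9-luciferase reporter cells (1500/well) receive compound 2 h post-plating, incubate 24 h at 37 °C, then get luciferase reagent for 10 min before luminescence reading.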
uPA generation – blocks generation of uPA at the cell surface. cell surface uPA generation assay, qHTS. Potency, µM (series often up to 38.3 µM), inactives show at the highest dose activity change, negative = inhibition, actives largely listed as inhibitors. 330,000 tested, 0.31% active. AID 540303; active means well fitted inhibition curve with a large enough effect; inconclusive means small, poorly fitted or top-dose-only effect; inactive means no such curve, though single readings can be large or run the other way; tested in mouse RAW 264.7 cells; further: on the % scale 0 is the no-effect control and ±100 the full control effect; nearly all actives have a fitted effect of over 55% in size
Gal4-VP16 FLuc – inhibits Gal4-VP16 luciferase reporter, ROR gamma counter-screen; AID 2546; Drosophila S2 Gal4-VP16 UAS-luciferase, luminescence, 20 h; Potency, µM (highest dose often 53.6 µM), for the others: at the top dose activity, negative = inhibition, most hits filed as inhibitors; 310,000 tested, 3.5% active;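 further: Gal4-VP16 expression switched on by copper sulfate through the metallothionein promoter; on the % scale 0 is the no-effect control and ±100 the full control effect; nearly all actives have a fitted effect of over 50% in size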
BRCA1 expr up – BRCA1 expression activation; MCF7-BRCA1-FFLuc reporter, luminescence, 48 h; response scale: scaled: vehicle 0%, 10 µM genistein 100%; Potency, µM (highest dose often 46.1 µM), without a hit: at the highest dose activation, usual class: activators; 380,000 tested, 1.1% active; AID 624202; further: nearly all actives have a fitted effect of over 80% in size; some results filed as inactive show a strong effect at the top dose
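Reporter cells (MCF7, BRCA1 promoter-firefly luciferase) received library compounds across a concentration series for 48 h. End-point luminescence was measured and concentration-effect curves derived after normalization.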
NPC1 prom act – activators of NPC1 promoter; 320,000 tested, 2.4% active; AID 485313; Huh7 NPC1 promoter luciferase reporter, 24 h; Potency, µM (doses to about 9.22 µM), inactives show at the top dose activation, actives largely listed as activators;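 further: % of control where 0% means no effect; nearly all actives have a fitted effect of over 60% in size; reporter is driven by a mutant NPC1 promoter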
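Stable NPC1-promoter luciferase Huh7 line; cpd (DMSO) 24 h, 37 °C, 5% CO2; Amplite luciferase reagent 10 min RT; luminescence readout. qHTS format.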
MBNL1 CUG block – blocks human MBNL1 binding to CUG repeat RNA | 280,000 tested, 0.036% active | Q9NR56 | TR-FRET MBNL1-His/biotin-(CUG)12 binding, 665/545 ratio | AID 2675 | Potency, µM (highest dose often 57.5 µM), without a hit: at the highest dose activity change, negative = inhibition, actives largely listed as inhibitors; active means well fitted inhibition curve with a large enough effect in the signal ratio, with a control signal flat, not every such curve was filed as active; inconclusive means small, poorly fitted or top-dose-only effect, or effect the other way, or a change in a side signal; inactive means no such curve, though single readings can be large or run the other way; the % refers to the signal ratio; further: on the % scale 0 is the no-effect control and ±100 the full control effect
Target sequence (Q9NR56 whole entry, looked up): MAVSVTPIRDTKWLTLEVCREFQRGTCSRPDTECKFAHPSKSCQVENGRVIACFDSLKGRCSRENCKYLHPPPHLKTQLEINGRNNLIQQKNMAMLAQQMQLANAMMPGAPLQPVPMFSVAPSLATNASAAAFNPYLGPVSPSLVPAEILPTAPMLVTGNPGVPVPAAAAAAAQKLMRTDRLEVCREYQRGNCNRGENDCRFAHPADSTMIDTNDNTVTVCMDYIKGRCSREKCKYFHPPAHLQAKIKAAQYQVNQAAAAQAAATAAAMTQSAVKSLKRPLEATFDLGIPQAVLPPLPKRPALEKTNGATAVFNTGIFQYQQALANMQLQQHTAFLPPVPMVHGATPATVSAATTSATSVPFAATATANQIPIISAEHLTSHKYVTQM
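TR-FRET between His-tagged MBNL1 and biotin-(CUG)12 RNA, detected with Tb anti-His antibody (0.055 ng/ul) and streptavidin-XL665 (5 nM), 60 min at room temperature. Compounds titrated 92 nM to 58 uM; 665/545 nm ratio normalized to buffer and complex controls.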
RORg inh – ROR gamma (mouse) transcription inhibition. P51450. Drosophila S2 Gal4-RORgamma UAS-luciferase reporter, 20 h. Potency, µM (series often up to 53.6 µM), for inactives: top-dose activity change, negative = inhibition, hits mostly inhibitors. 310,000 tested, 5.4% active. AID 2551; further: on the % scale 0 is the no-effect control and ±100 the full control effect; nearly all actives have a fitted effect of over 60% in size
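Luciferase reporter read in Schneider cells carrying Gal4-RORγ (mouse) and UAS-Photinus luciferase; cells given compound 1 h before 700 uM copper sulfate induction, then incubated 20 h at ambient temperature.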
The depositor's hits bear a star; ? = inconclusive; . = no result given; & = joins results of further samples; [ ] = another dose, or the depositor's remark. Unless noted, the call rests on the fitted dose curve; in most records, active means well fitted curve in the direction sought with a large enough effect; inconclusive means small, poorly fitted or top-dose-only effect, or another doubt; inactive means no such curve, though single readings can be large; an effect the other way counts as inactive or inconclusive. Potency means the concentration at half of the fitted maximal effect.

no.	compound	RORg inh	Rab9 promoter act	NPC1 prom act	uPA generation	Gal4-VP16 FLuc	p53 reactivation	ELG1 genotox	FLuc modulator	MBNL1 CUG block	BRCA1 expr up
1	O=C(O)c1ccc([N+](=O)[O-])c(CS(=O)(=O)c2ccc(Cl)cc2)c1	-1.6%	11.8%	-1.8%	5.6%	4.9%	1.1%	3.7%	-16.3%	?	-9.6%
2	COc1ccc(C)cc1NC(=O)CNC(=O)c1sc2ccccc2c1Cl	.	-3.4%	4.5%	3.8%	.	3.7%	14.8%	0.5%	.	-25.8%
3	COC(=O)C1=C(C)NC(=O)NC1c1cn(-c2ccccc2)nc1-c1cccs1 (stereo unspecified)	-1.2%	-11.0%	-1.4%	0.1%	-3.3%	-5.9%	0.3%	-5.1%	2.5%	-11.0%
4	O=C(c1cc(-c2cccc(Br)c2)nc2ccccc12)N1CCCC1	11.7%	1.2%	1.9%	1.1%	-19.9%	-21.1%	-11.8%	15.1µM*	-4.2%	6.9%
5	CCCc1cc(=O)[nH]c(SCC(=O)N2CCC(C(=O)OCC)CC2)n1	-26.6%	0.7%	-1.7%	-0.9%	-3.7%	-0.2%	-0.9%	0.6%	-10.2%	-14.4%
6	CCOC(=O)CC(=O)CSc1nc(C)nc2c1oc1ccccc12	0.0%	-4.2%	-2.6%	-7.4%	-9.4%	5.4%	4.0%	?	13.1%	17.5%
7	COc1ccc(C2CC(=O)Oc3c(C(CCN4CCOCC4)c4cc(OC)c(OC)c(OC)c4)c(OC)cc(OC)c32)cc1 (stereo unspecified)	11.9%&1.6%	1.2%	-8.0%	5.9%	-14.2%&-6.0%	-0.1%	10.9%	2.2%	-10.8%	10.7%
8	Cc1cc(-c2nc(C)c(-c3nnc(SCC(=O)Nc4ccccc4)n3C)s2)no1	17.4%	1.0%	-1.6%	4.3%	3.3%	0.9%	-0.8%	-1.9%	.	0.6%
9	COc1cc(C(=O)N[C@@H](Cc2c[nH]c3ccccc23)C(=O)O)cc(OC)c1OC	-21.9%	-2.8%	2.0%	6.2%	5.1%	?	-3.8%	-0.8%	-0.6%	-7.8%
10	Cc1ccc2c3c([nH]c2c1)C(=O)CC(C)(C)S3	-14.7%	-0.7%	-2.1%	2.9%	-1.5%	3.4%	3.8%	4.4%	15.8%	19.0%
11	O=C(C[C@@H]1C/C=C/CC[C@H](Cc2ccc(F)cc2)C(=O)O[C@H](c2ccccc2)CNC1=O)NCCO	.	.	.	-12.7%	.	1.6%	1.5%	.	.	0.0%
12	CCCOc1cccc(C2/C(=C(/O)c3ccccc3)C(=O)C(=O)N2CCN(C)C)c1 (stereo unspecified)	-14.3%	-2.4%	-0.3%	-1.0%	-0.8%	7.5%	1.6%	-0.4%	3.3%	-6.3%
13	O=C(CNC(=O)c1ccc(Cl)cc1Cl)OCC(=O)N1CCCC1=O	.	0.0%	-2.4%	0.2%	.	-3.0%	0.8%	4.6%	.	2.8%
14	CCOc1ccccc1Oc1coc2cc(OC)ccc2c1=O	0.1%	?	19.6%	0.2%	2.9%	1.5%	5.6%	?	7.4%	95.3%
15	COc1ccccc1NC(=O)c1cc(C)nc2ccccc12	-9.4%	-0.9%	3.1%	-10.4%	12.6%	-2.5%	-1.8%	-1.3%	7.0%	-30.6%
16	CC1CN(S(=O)(=O)c2ccc(C(=O)Nc3nc(-c4cc5ccccc5o4)cs3)cc2)CC(C)O1 (stereo unspecified)	?	-38.6%[inhibitor]	-30.0%[inhibitor]	-2.2%	2.82µM*	-15.5%	-1.5%	-1.0%	25.2%	-13.5%
17	O=C(O)c1ccccc1NS(=O)(=O)c1ccc(NN=Cc2ccc(F)cc2)c([N+](=O)[O-])c1	.	.	.	4.9%	.	0.8%	0.6%	.	.	-9.5%
18	CC(C)(C)C(=O)Nc1ccc(C(=O)NNC(=O)c2ccccc2)cc1	8.6%	20.0%	16.6%	-2.4%	24.4%	19.4%	9.5%	?	-1.5%	0.0%
19	CCC(=O)Nc1cccc(-c2nc3ccccc3c(=O)o2)c1	-16.3%	5.1%	-4.0%	1.2%	-18.5%	-0.4%	-3.0%	?	-19.8%	-11.3%
20	Cc1ccc(NC(=O)c2cc(-c3ccccc3O)n[nH]2)cc1C	-21.9%	2.82µM*	?	1.0%	-8.3%	-0.8%	8.2%	-1.1%	-3.1%	30.3%

Part of the list above, reduced to MBNL1 CUG block and ELG1 genotox:
| nr | canonical_smiles | MBNL1 CUG block | ELG1 genotox |
| --- | --- | --- | --- |
| 15 | COc1ccccc1NC(=O)c1cc(C)nc2ccccc12 | 7.0% | -1.8% |
| 16 | CC1CN(S(=O)(=O)c2ccc(C(=O)Nc3nc(-c4cc5ccccc5o4)cs3)cc2)CC(C)O1 (stereo unspecified) | 25.2% | -1.5% |

Next part.
no.	compound	RORg inh	Rab9 promoter act	NPC1 prom act	uPA generation	Gal4-VP16 FLuc	p53 reactivation	ELG1 genotox	FLuc modulator	MBNL1 CUG block	BRCA1 expr up
21	Cc1[nH]cnc1CN1CCc2c(c3ccccc3n2C)C1=O	20.3%	.	.	17.8%	0.3%	.	.	.	.	13.2%
22	Cc1cc(NC(=O)C2CCCC2)n(-c2nc3ccccc3[nH]2)n1	0.631µM*	-4.2%	-1.7%	.	1.41µM*	-2.0%	-1.6%	-2.4%	-6.7%	-10.8%
23	C=CC(=O)Nc1ccc(Nc2nc(NC3CCC(N(C)C)CC3)nc3c2ncn3C(C)C)cc1 (stereo unspecified)	.	.	.	?	.	9.2%	0.9%	.	.	-90.5%
24	O=C(C1=C[C@H](c2coc3ccccc3c2=O)C[C@H](OCCCCO)O1)N1CCN(Cc2ccccc2)CC1	7.8%	-1.5%	1.2%	-10.2%	-0.6%	-2.9%	-5.0%	-0.7%	-6.3%	-6.6%
25	CC(=O)Nc1ccc(S(=O)(=O)N2CCC(C(=O)NCCC(=O)NCc3ccncc3)CC2)cc1	-6.4%	-1.7%	0.9%	-5.3%	5.0%	-3.8%	-3.2%	1.5%	-0.2%	13.1%
26	COCC1CCCCN1C(=O)CCCn1nnnc1CN1CCC(C)CC1 (stereo unspecified)	1.0%	-0.7%	0.2%	-0.2%	-8.0%	6.0%	-0.7%	6.1%	-4.0%	-5.0%
27	CC(C)(C)NC(=O)CSc1nnc(C2CC2)n1Cc1ccccc1	0.1%	13.7%	-0.7%	-0.1%	1.5%	-2.4%	4.3%	-1.3%	13.2%	15.4%
28	CCOCC(=O)OCC(=O)NC12CC3CC(CC(C3)C1)C2	-24.2%	-6.1%	-5.7%	3.1%	1.1%	7.4%	2.5%	-2.6%	-2.2%	0.0%
29	CCN(CC)S(=O)(=O)c1ccc(-c2nnc(SCC(=O)Nc3ccc(OC)c(OC)c3)o2)cc1	6.5%	-9.6%	0.1%	3.6%	-5.0%	3.0%	0.2%	-4.6%	1.1%	-0.5%[1.84 µM]
30	Cc1ccc(CSC2=NCCN2S(=O)(=O)c2ccc(F)cc2)cc1	21.6%	7.9%	1.0%	0.2%	2.3%	6.7%	-6.6%	-1.6%	4.1%	-4.3%
31	O=C(COC(=O)c1ccc(Br)cc1)NCCN1C(=O)CSC1=O	-9.8%	23.5%	0.7%	2.6%	3.4%	8.6%	4.0%	-6.2%	-1.5%	-12.9%
32	OCCN1CCN(CC(O)COc2ccc(C34CC5CC(CC(C5)C3)C4)cc2)CC1 (stereo unspecified)	?	4.9%	-1.8%	24.3%	?	8.0%	12.0%	-1.4%	7.8%	-87.7%
33	O=S(=O)(c1ccc(Cl)cc1)c1nc(-c2ccco2)oc1N1CCOCC1	12.9%	-7.2%	9.6%	-2.4%	-6.2%	-6.3%	-0.6%	-1.3%	-11.3%	-12.7%
34	COc1ccc2c(c1OC)C(C1c3c(cc4c(c3OC)OCO4)CCN1C)OC2=O (stereo unspecified)	15.2%	1.4%	-8.6%	-10.8%	0.9%	-3.0%	1.6%	-6.4%	-10.0%	-42.9%
35	CCOC(=O)c1c(NC(=S)NNS(=O)(=O)c2ccc(Br)cc2)sc2c1CCCCC2	16.1%	-10.4%	-1.1%	2.9%	5.6%	-3.5%	-12.8%	-0.9%	1.2%	-10.3%
36	Cn1c(=O)[nH]c(=O)c2c1nc(Br)n2C/C=N/NC(=O)c1ccccc1	-36.4%	-4.6%	-1.5%	6.1%	27.6%	19.0%	0.7%	-11.8%	-4.3%	6.8%
37	O=C(N/N=C/c1cc([N+](=O)[O-])ccc1O)c1cccc(N2CCCC2=O)c1	2.24µM*	6.0%	-10.4%	-7.7%	3.16µM*	-7.6%	7.7%	-13.2%	?	-50.4%
38	COc1cccc(C(=O)N2CCN(Cc3cccc(F)c3)CC2)c1	-13.0%	-1.7%	-0.4%	1.2%	-29.6%	-9.0%	-2.8%	11.6%	-10.2%	-2.7%
39	Cc1oc(S(=O)(=O)N2CCCCC2)cc1NC(=O)Nc1ccccc1	7.0%	-4.4%	1.4%	9.8%	8.2%	8.9%	-2.0%	-1.2%	-4.2%	-17.0%
40	Cn1ncc(Cl)c1C(=O)NCc1cc(C(C)(C)C)n[nH]1	39.8%	-0.4%	0.4%	0.5%	-1.1%	5.9%	-2.2%	-1.1%	-10.5%	8.2%

An unsorted share of the library. About 13% of those tested had a hit in this group.
